Compound activity (PubChem BioAssay)
GAA glycogen mod = inhibitors or activators of human alpha-glucosidase glycogen cleavage. 300,000 compounds, 0.38% hits. recombinant GAA, glycogen substrate, Amplex Red glucose oxidase fluorescence. Potency, µM (highest dose often 76.4 µM), for inactives: at the top dose activity change, negative = inhibition, actives largely listed as inhibitors. P10253;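 further: potency means the concentration at half of the fitted maximal effect; 0% = full enzyme reaction and -100% = no-enzyme basal signal; the screen sought inhibitors and activators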
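Recombinant human enzyme (4 nM); glycogen substrate; 37 C, 40 min, pH 5.0. Readout: coupled glucose oxidase/Amplex Red fluorescence.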
GAA inh = inhibitors of human lysosomal alpha-glucosidase | P10253 | purified human GAA, 4-MU-alpha-glucoside fluorescence | Potency, µM (top dose mostly 76.9 µM), for inactives: at the highest dose activity change, negative = inhibition, usual class: inhibitors | 200,000 compounds, 0.005% hits | AID 1466;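 further: potency means the concentration at half of the fitted maximal effect; plate controls were uninhibited enzyme wells for no effect and no-enzyme background for full effect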
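AC50 values come from Hill fits of compound titrations (up to 77 uM) against 4 nM human enzyme. Substrate 4-methylumbelliferyl-alpha-D-pyranoside at 400 uM, pH 5.0 citrate buffer, 20 min room temperature; fluorescence Ex 365/Em 440 after alkaline stop.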
HTT ATP protect = cytoprotection in Huntington HTT-Q103 PC12 cell model | PC12 HTT-Q103 induced, cytoprotection, ATP luminescence, 40 h | 230,000 compounds, 0.14% hits | Potency, µM (titrated, usually from 56.4 µM), without a hit: cytoprotection (ATP increase), most hits filed as activators;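 further: potency means the concentration at half of the fitted maximal effect; % of control where 0% means no effect; nearly all actives have a fitted effect of over 45% in size; toxic huntingtin expression switched on by the ecdysone agonist tebufenozide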
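ATP quantification (ATPlite) reports survival of PC12 cells in which tebufenozide, 100 nM final, switches on Htt exon 1 with 103 glutamines linked to GFP; compounds are titrated.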
LMNA splice mod = changes lamin A minigene splicing in HeLa cells. HeLa LMNA splicing GFP/RFP minigene ratio, 48 h. Potency, µM (doses to about 46.1 µM), without a hit: at the top dose ratio change, negative = inhibition, actives largely listed as inhibitors. 200,000 compounds, 0.01% hits; active means well fitted inhibition curve with a large enough effect in the signal ratio, with a control signal flat, not every such curve was filed as active; inconclusive means small, poorly fitted or top-dose-only effect, or effect the other way, or a change in a side signal; the % refers to the signal ratio; further: potency means the concentration at half of the fitted maximal effect; on the % scale 0 is the no-effect control and ±100 the full control effect
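S3 HeLa cells stably expressing lamin A-EGFP splicing minigene plus DsRed2, 600 cells/well, 48 h compound exposure at 37C. Laser-scanning cytometry; analysed as GFP (500-530 nm)/RFP (575-640 nm) total intensity ratio; 0.5% DMSO vehicle.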
GAA spleen mod = lysosomal alpha-glucosidase (human) modulation. Potency, µM (doses to about 79.9 µM), without a hit: at the highest dose activity change, negative = inhibition, most hits filed as inhibitors. human spleen homogenate, 4-MU-alpha-glucoside fluorescence. P10253. 240,000 compounds, 0.006% hits;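 further: potency means the concentration at half of the fitted maximal effect; 0% = enzyme with vehicle and -100% = no enzyme basal signal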
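Compounds were titrated against alpha-glucosidase in spleen homogenate at pH 5.0, with 1 mM 4-methylumbelliferyl substrate for 40 min at 37 C. Reactions were quenched with pH 10 NaOH/glycine and fluorescence measured.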
HttQ103 aggreg = inhibitors of mutant huntingtin aggregate formation in PC12 cells; 220,000 compounds, 1.1% hits; PC12 HttQ103-GFP aggregates, Acumen cytometry, 40 h; Potency, µM (highest dose often 46.1 µM), inactives show top-dose activity change, negative = inhibition, hits mostly inhibitors; further: potency means the concentration at half of the fitted maximal effect; on the % scale 0 is the no-effect control and ±100 the full control effect; nearly all actives have a fitted effect of over 60% in size
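Ecdysone-promoter PC12 model expressing HTT exon 1 Q103 fused to GFP, induced by tebufenozide at 100 nM final. Compounds titrated; aggregates sized 1–25 µm scored on a 488 nm laser cytometer.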
CBFb RUNX1 block = inhibitors of human CBF-beta and RUNX1 interaction. AlphaScreen CBFb-His/RUNX1-biotin binding, biochemical. Potency, µM (doses to about 59.8 µM), without a hit: at the highest dose activity, negative = inhibition, actives largely listed as inhibitors. 230,000 tested, under 10 active. AID 1477; further: % of control where 0% means no effect
Target sequence (Q01196 whole entry, looked up): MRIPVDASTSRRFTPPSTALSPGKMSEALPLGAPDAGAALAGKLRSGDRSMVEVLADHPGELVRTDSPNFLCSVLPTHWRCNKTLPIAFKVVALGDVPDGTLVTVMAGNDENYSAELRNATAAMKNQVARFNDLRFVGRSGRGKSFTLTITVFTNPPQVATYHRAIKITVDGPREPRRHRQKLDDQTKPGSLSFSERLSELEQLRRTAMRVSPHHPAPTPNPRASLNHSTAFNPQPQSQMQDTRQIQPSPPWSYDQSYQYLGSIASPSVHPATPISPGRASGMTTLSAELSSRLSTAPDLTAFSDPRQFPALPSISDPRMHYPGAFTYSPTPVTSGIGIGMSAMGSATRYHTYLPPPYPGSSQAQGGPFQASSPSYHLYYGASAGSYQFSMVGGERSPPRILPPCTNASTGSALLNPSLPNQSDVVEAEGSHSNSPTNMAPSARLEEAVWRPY
Target sequence (Q13951 whole entry, looked up): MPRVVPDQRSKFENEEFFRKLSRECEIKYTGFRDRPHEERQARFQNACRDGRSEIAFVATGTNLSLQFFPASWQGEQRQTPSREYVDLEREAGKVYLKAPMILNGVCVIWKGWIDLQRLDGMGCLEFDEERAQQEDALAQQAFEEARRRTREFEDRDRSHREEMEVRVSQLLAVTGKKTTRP
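Bead-based AlphaScreen assay; binding partners His-tagged CBF-beta and biotinylated RUNX1 at 30 nM each. Compound exposure 15 min after a 20-min protein preincubation; bead step 90 min; all steps at room temperature.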
* hit, by the source's call; u = inconclusive; x = no result given; [ ] = another dose, or the depositor's remark. Unless noted, the call rests on the fitted dose curve; in most records, active means well fitted curve in the direction sought with a large enough effect; inconclusive means small, poorly fitted or top-dose-only effect, or another doubt; inactive means no such curve, though single readings can be large; an effect the other way counts as inactive or inconclusive.

Results follow in this order: GAA glycogen mod | GAA inh | HTT ATP protect | LMNA splice mod | GAA spleen mod | HttQ103 aggreg | CBFb RUNX1 block
COC(=O)Cc1cc(=O)n(-c2nc3ccccc3[nH]2)[nH]1
→ -2% | -7% | 23%[10 µM] | -13% | -12% | 7% | x
CCOc1ccc(N(Cc2cc3ccc(C)cc3[nH]c2=O)S(C)(=O)=O)cc1
→ 7% | 1% | 15% | -7% | -16% | 13% | -2%
Cc1ccc2occ(/C=C/C(=O)c3ccccc3O)c(=O)c2c1
→ 2% | -3% | -15% | 0% | 3% | -10% | -3%
CCN(CC)CCNC(=O)COc1ccc(Cl)cc1Cl
→ 1% | -5% | -7% | 4% | 0% | -17% | 3%
N#Cc1nc(-c2ccc(F)cc2)oc1NCc1cccc2c1OCO2
→ -20% | 3% | -26%[10 µM] | -6% | -7% | 21% | 2%
COc1ccc(S(=O)(=O)NCC2CCCN(C(=O)c3sccc3C)C2)cc1 (centres undefined)
→ 8% | 10% | 4%[10 µM] | u | 3% | 4%[9.22 µM] | 8%
Cc1cc([N+](=O)[O-])nn1CC(=O)NCc1cccs1
→ 5% | 1% | -4% | 10% | -7% | 7% | 0%
CC(C)(C)c1ccc(S(=O)(=O)Nc2ccc3c(c2)COC3=O)cc1
→ -12% | 15% | 9%[10 µM] | x | 3% | -31% | 11%
Cc1ccc(C(=O)N/C(=C\c2sccc2C)C(=O)NCc2ccncc2)cc1
→ 1% | 0% | -4%[10 µM] | -9% | -3% | 36% | 4%
CCOc1ccc(C(=O)Nc2nnc(C(C)C)s2)cc1OCC
→ 7% | 8% | -21% | 13% | 1% | 20% | 1%

Two records drawn at random from those above, as already listed:
Results follow in this order: GAA glycogen mod | GAA inh | HTT ATP protect | LMNA splice mod | GAA spleen mod | HttQ103 aggreg | CBFb RUNX1 block
Cc1cc([N+](=O)[O-])nn1CC(=O)NCc1cccs1
→ 5% | 1% | -4% | 10% | -7% | 7% | 0%
COc1ccc(S(=O)(=O)NCC2CCCN(C(=O)c3sccc3C)C2)cc1 (centres undefined)
→ 8% | 10% | 4%[10 µM] | u | 3% | 4%[9.22 µM] | 8%

Other results.
Results follow in this order: GAA glycogen mod | GAA inh | HTT ATP protect | LMNA splice mod | GAA spleen mod | HttQ103 aggreg | CBFb RUNX1 block
COc1ccc(CCNC(=O)CC2SC(N)=NC2=O)cc1OC (centres undefined)
→ 2% | u | x | 20%[46 µM] | 1% | x | 10%
CCN(CC)CCNC(=S)Nc1ccc2nc(N3CCCC3)cc(C)c2c1
→ -2% | 9% | -16% | u | 0% | u | 7%
CC(=O)NCCC1CCCCN1Cc1nc(Cc2cccc(C(F)(F)F)c2)no1 (centres undefined)
→ -8% | x | -16%[10 µM] | x | -7% | -11%[9.22 µM] | 8%
O=C(O)c1ccc(/C=N/NC(=O)c2ccc(NS(=O)(=O)c3cccs3)cc2)cc1
→ -4% | x | 0%[10 µM] | x | -14% | -6%[9.22 µM] | -1%
N/C(=N\OC(=O)c1ccc(Cl)cc1)c1ccccn1
→ 8% | 2% | -68%[inhibitor] | u | -5% | 2% | 4%
C=CCn1cc([N+](=O)[O-])nc1C
→ 0% | 1% | 16%[10 µM] | 3% | 7% | 2% | 2%
NC(=O)c1cc2cc(Cl)ccc2oc1=O
→ 5% | -5% | 12% | 0% | -12% | -1% | 1%
O=C(CCCC(=O)OCC(Cl)=C(Cl)Cl)Nc1cccc(F)c1
→ 4% | 0% | -27% | 14% | -11% | 9% | 3%
Cc1ccc(-c2cc(C(=O)NCCc3ccccn3)c3ccccc3n2)c(C)c1
→ 6% | -4% | 9%[10 µM] | -12% | -7% | -14% | 0%
O=C(O)/C=C/c1ccc(-n2ccnc2)cc1
→ -2% | x | 4%[10 µM] | x | 0% | -15%[9.22 µM] | 1%
CCOc1cc(/C=N/O)cc(Cl)c1OC
→ -12% | -3% | 26% | 10% | -8% | -20% | 3%
CN1C(=O)/C(=C2\SC(=S)N(C(CCC(=O)O)C(=O)O)C2=O)c2ccccc21 (centres undefined)
→ -14% | 10% | 19%[10 µM] | 0% | 5% | -17% | -9%
CCOC(=O)CCC(=O)OCC(=O)NC(C)C1CC2CCC1C2 (centres undefined)
→ 2% | 1% | -1% | 2% | 3% | 24% | 0%
Cc1cc(OC(=O)c2ccc(S(=O)(=O)N(C)C)cc2)cc(=O)o1
→ 5% | -3% | -3% | 2% | -4% | -7% | 1%
C=CCN1C(=O)CS/C1=N\N=C\c1cccc([N+](=O)[O-])c1
→ -11% | -1% | -27% | x | 8% | 1% | -2%
Cc1nc2sccn2c(=O)c1Br
→ 5% | 2% | 9%[10 µM] | -17% | -5% | 6% | -9%
CSc1nc2nc3c(cc2c(=O)n1-c1ccc(C)cc1)COC(C)(C)C3
→ 11% | x | 6%[10 µM] | x | 2% | 9%[9.22 µM] | 3%
CC1CN(C(=O)CN2C(=O)c3ccccc3C2=O)CC(C)O1 (centres undefined)
→ 9% | -10% | -1%[10 µM] | 6% | 5% | -4% | -5%
Cc1oc2c(CN3CCOCC3)c(O)ccc2c(=O)c1-c1ccccc1
→ -3% | 4% | -35% | 3% | -2% | 13% | -3%
CCCS(=O)(=O)N1CCC(C(=O)NCCc2ccc(OC)c(OC)c2)CC1
→ 5% | u | 16%[10 µM] | -5% | -6% | 10% | 3%
O=C(Nc1ccccc1Cl)c1cc(S(=O)(=O)N2CCCC(C(=O)O)C2)ccc1F (centres undefined)
→ u | 2% | -13% | u | 8% | u | 12%
CCN1C(=O)/C(=C\c2ccncc2)SC1=S
→ -7% | x | 1%[10 µM] | x | -2% | 42%[9.22 µM] | 8%
CSc1nc(Oc2ccc(Cl)cc2)c2sccc2n1
→ 1% | 4% | -15%[10 µM] | 1% | -7% | -2% | 18%
Cc1ccc(C2CC(=O)Oc3cc(O)ccc32)cc1 (centres undefined)
→ 1% | 4% | -28%[96.6 µM] | -3% | 1%[119 µM] | -14% | -23%[89.1 µM]
O=C(CSc1ccsc1[N+](=O)[O-])N1CCCCCC1
→ 3% | -4% | 9% | u | -5% | 6% | -3%
O=C(Nc1cccc(S(=O)(=O)N2CCCC2)c1)C1CCCN1C(=O)c1cccs1 (centres undefined)
→ -12% | x | 2%[10 µM] | x | 7% | -13%[9.22 µM] | 8%
CN(C)/C=C1\C(=O)N(c2ccc(Oc3ccccc3)cc2)CS1=O (centres undefined)
→ 0% | -9% | -13% | 10% | 1% | -18% | 0%
Cc1cccn2c(=O)c3cc(C(=O)N4COCC4(C)C)sc3nc12
→ -11% | u | x | x | 27% | 29% | 0%
Cc1ccc(C(=O)N/C(=C/c2ccco2)C(=O)NCCc2c[nH]c3ccccc23)cc1
→ -3% | -1% | -10%[10 µM] | -4% | -10% | 9% | -23%
COc1cc(O)c2c(c1)COC2=O
→ 3% | u | -4%[10 µM] | 8% | 3% | 11% | -5%
CC1CN(Cc2ccc(C#N)cc2Cl)CC(C)O1 (centres undefined)
→ 3% | -2% | 18%[10 µM] | 11% | 7% | -1% | 7%
CCCN(CCC)S(=O)(=O)c1ccc(C(=O)Nc2ccc(OCC(=O)N3CCOCC3)cc2)cc1
→ -6% | -4% | 4% | u | -6% | 10% | 5%
CC1=CC(C)C(COC(=O)CN2CCCCC2)C(C)C1 (centres undefined)
→ -1% | -12%[15.4 µM] | 0%[10 µM] | x | -5% | -14%[9.22 µM] | 3%
CCC(Sc1ncccn1)C(=O)Nc1cc(C)on1 (centres undefined)
→ 5% | 1% | 2%[1.9 µM] | -4% | -1% | 2% | 14%
COc1ccc(S(=O)(=O)N2CCC(C(=O)NCCc3ccc4c(c3)OCO4)CC2)cc1
→ 1% | -7% | -29% | -7% | 3% | -8% | 0%
O=S(=O)(Nc1ccc2oc(-c3ccccc3)nc2c1)c1ccccc1
→ 1% | -13% | -18% | -3% | -1% | 7% | 2%
N/C(COc1cccc(C(F)(F)F)c1)=N\NC(=O)c1cccnc1Oc1ccccc1
→ 1% | -3% | -7% | -7% | 0% | -23% | 1%
COc1cccc(Nc2nnc(SCC(=O)N3CC(=O)Nc4ccccc43)s2)c1
→ -2% | x | 4%[10 µM] | x | -14% | -23%[9.22 µM] | -1%
Cc1nc(N2CCOCC2)c2nc(-c3ccccc3)n(CC3CCN(C)CC3)c2n1
→ x | x | 2% | x | 3% | x | 2%
CCN(CC)CCN1C(=O)c2oc3ccc(F)cc3c(=O)c2C1c1ccncc1 (centres undefined)
→ 4% | x | 10%[10 µM] | x | 4% | 11%[9.22 µM] | 3%
CCc1c(C)nc2ncnn2c1N1CCCC(C(=O)Nc2cc(F)ccc2C)C1 (centres undefined)
→ 0% | -4% | 6% | u | -6% | 19% | 0%
O=Cc1ccc(OCc2cccc(C(F)(F)F)c2)cc1O
→ -11% | -9% | -21% | x | 0% | -24% | 15%
COc1ccc2c(c1)C(C)=CC(C)(C)N2C(=O)CN1C(=O)CCC1=O
→ 3% | -2% | 28%[10 µM] | -6% | -11% | 5% | 4%
CCCc1cc(=O)[nH]c(SCC(=O)c2cc(C)n(-c3c(C)n(C)n(-c4ccccc4)c3=O)c2C)n1
→ 2% | 5% | -9% | 4%[46 µM] | 5% | 7% | -6%
COc1cccc(-c2nnn(CC(=O)O)n2)c1
→ -4% | 0% | -12%[1.9 µM] | 6% | -6% | -3% | -1%
COc1ccccc1N1CCN(/N=C\c2sccc2C)CC1
→ -18% | 1% | u | x | -1% | -18% | -12%
Cc1csc(NC(=O)c2cc3c(s2)-c2ccccc2OC3)n1
→ 2% | 5% | -20% | u | -2% | 3% | -5%
COc1ccc(/C=N/NC(=O)C(=O)N2CCCC2)cc1
→ -1% | 11% | x | x | -3% | x | 2%
O=C1OCCC1Sc1nnc(-c2ccccc2)o1 (centres undefined)
→ 5% | 1% | -13% | 12% | 2% | 1% | -3%
OCCn1nc2c3ccccc3nc-2n(-c2ccccc2)c1=S
→ -21% | -5% | -9% | -2% | 3% | -15% | 3%
O=C1C2C3C=CC(C4CC34)C2C(=O)N1/N=C/c1ccc(-c2ccc(Cl)cc2[N+](=O)[O-])o1 (centres undefined)
→ -22% | -9% | -22% | -9% | 2% | u | u
Cc1cc(NC(=O)CSc2nnc(NC(=O)C3CC(=O)N(c4ccccc4)C3)s2)no1 (centres undefined)
→ -2% | 6% | u | -7% | 1% | 8% | 14%
